From PubChem
NTR1 agonist = agonists of NTR1, primary screen, imaging, U2OS cells, beta-arrestin-GFP, high content (AID 493036); activation, % at 20 µM; 330,000 tested, 0.17% active; NTR1-U2OS beta-arrestin-GFP spot imaging, agonist mode; P30989;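 active = activation at or above 40% of the spot to cytoplasm intensity ratio, with at least 20 cells analyzed; inconclusive = wells under 20 cells, flagged as cytotoxic or low count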;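 also: 0% = DMSO without peptide and 100% = 100 nM NTR1 peptide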
Target sequence (P30989 whole entry, looked up): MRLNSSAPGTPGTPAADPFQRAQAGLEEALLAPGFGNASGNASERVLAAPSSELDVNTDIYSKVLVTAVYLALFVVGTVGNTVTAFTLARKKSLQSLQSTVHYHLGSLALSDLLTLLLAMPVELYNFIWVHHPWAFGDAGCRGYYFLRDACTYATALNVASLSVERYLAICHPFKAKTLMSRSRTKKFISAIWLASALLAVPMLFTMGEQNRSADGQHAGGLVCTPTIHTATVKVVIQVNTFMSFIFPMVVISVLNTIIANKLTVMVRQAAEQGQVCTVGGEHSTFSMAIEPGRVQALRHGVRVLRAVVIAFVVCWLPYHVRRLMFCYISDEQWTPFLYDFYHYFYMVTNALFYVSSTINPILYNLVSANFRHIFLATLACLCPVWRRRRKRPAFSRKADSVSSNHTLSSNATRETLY
MgcRacGAP inhibition = MgcRacGAP GTPase-activating activity inhibitors, confirmation, biochemical, ADP Hunter fluorescence | MgcRacGAP-stimulated Rac1 GTP hydrolysis, ADP Hunter fluorescence; higher % means a stronger effect; GST-tagged Rac1 F28L mutant substrate | inhibition, % at 30 µM; hits with a dose series show IC50 in µM | 340,000 tested, 0.6% active;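 active = first-screen hits whose inhibition reached a set limit at any dose in the follow-up dose series; inconclusive = inhibition above the set first-screen limit but never retested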;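 also: fluorescence reports GDP produced by GAP-driven GTP hydrolysis; strong numbers were not always called active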
RSV antiviral HEp-2 = RSV antiviral activity via CPE protection, HEp-2 cells, primary 10 µM value included (AID 2391); CPE inhibition, % at 10 µM, or IC50 in µM where a hit was titrated; 310,000 tested, 0.13% active; HEp-2 cells, RSV-induced CPE inhibition; higher % means a stronger effect; in the data active = a potency from the dose series; inconclusive = CPE inhibition mostly from about 23% at the one dose, without a potency; inactive = the rest, 99 in 100 with CPE inhibition below about 21%; also: strong numbers were not always called active
Myeloid diff MLP = promotes myeloid progenitor differentiation | ER-HoxA9 myeloid progenitors, lysozyme-GFP differentiation, flow cytometry | calls only at 10 µM | 360,000 tested, 1% active;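 active = normalized GFP-positive differentiation at or above the plate's own cutoff, the solvent-only control mean plus 3 SD; inconclusive = no clear call, values can overlap the other calls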;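 also: cells exposed to compound for four days before flow analysis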
SV40 large T antigen = SV40 large T antigen inhibitors, biochemical (AID 1903) | inhibition, % at 20 µM; hits with a dose series show IC50 in µM | 310,000 tested, 0.39% active | SV40 large T antigen ATPase/helicase inhibition assay; higher % means a stronger effect; in the data active = a potency from the dose series; inconclusive = inhibition mostly from about 32% at the one dose, without a potency; inactive = the rest, 99 in 100 with inhibition below about 32%; also: strong numbers were not always called active
PhoP inhibition = inhibitors of PhoP regulon expression, primary screen, Salmonella Typhimurium, GFP reporter (AID 1863) | S. Typhimurium PhoP-regulated promoter GFP reporter, 4 h; higher % means a stronger effect | inhibition, % at 50 µM, or IC50 in µM where a hit was titrated | 300,000 tested, 0.16% active;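 active = inhibition over 29.93%, a cutoff 3 SD above the screen mean, later confirmed by dose response; inconclusive = inhibition over 29.93% but no dose response follow-up; inactive = inhibition at most 29.93% or unconfirmed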;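 also: 0% = low Mg2+ inducing control and 100% = high Mg2+ repressing control; strong numbers were not always called active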
T cell HTS = T cell immune modulators affecting CD8 T cell-vesicle binding | 2C CD8+ T cell-vesicle binding, flow cytometry; stronger effect = lower value | calls only at 7 µM | 330,000 tested, 0.068% active;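 active = response, share of CD8 T cells binding vesicles, and their 90th percentile fluorescence all below set limits, cut at about 80% in these data, passing the limit was not always enough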
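Material: 2C TCR transgenic mouse naive CD8+ T cells, MACS-purified. Also added: QL9-charged Drosophila Ld/ICAM-1/B7-1 vesicles. Timing: binding 1.5 h at 37 °C. Measured by: high-throughput flow cytometry with anti-B7-1 and anti-CD8 staining. Read-out: percent CD8+ FL2 mean versus row control. Controls: Unloaded micro-vesicles (low), QL9 vesicles with 0.7% DMSO (high).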
K1F lysis inhibition = inhibition of K1F phage lysis, E. coli UTI89, bacterial capsule biogenesis inhibitors, alamar blue (AID 488966); E. coli UTI89 K1F phage lysis, alamar blue, 2 h; higher % means a stronger effect; one-dose inhibition, % at 100 µM; IC50 in µM for titrated hits; 340,000 tested, 0.02% active;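 active = phage lysis inhibition, versus mean bacterial control, above a set limit; inconclusive = no clear call, values can overlap the other calls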;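 also: capsule biogenesis inhibitors block K1F phage lysis so surviving cells raise fluorescence; higher fluorescence means more inhibition of phage lysis; actives were called in the ten point dose series up to 300 µM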
TNAP activators = stimulation of alkaline phosphatase TNAP activity – biochemical, luminescent, no phosphate acceptor, uHTS, primary screen (AID 1001) | activation fold at 20 µM, or EC50 in µM where a hit was titrated | 200,000 tested, 0.03% active | purified TNAP, luminescent activation assay, no phosphate acceptor; higher activation fold means a stronger effect; in the data active = activation fold from about 3, or a potency from the dose series; inactive = the rest, 99 in 100 with activation fold below about 1.6; also: many of its hits are not listed in these tables
T cell HTS vesicle-bound % = further read-out of T cell HTS, marked with its call; double positive events, %; measured here: CD8+ vesicle-bound cell fraction;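 binding gate set so that unloaded-vesicle control wells show 10% double positive cells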
NTR1 agonist cell count 20 µM = further read-out of NTR1 agonist, marked with its call; cell count; measured here: cell count, cytotoxicity flag
Myeloid diff MLP GFP+ MAC1+ % = second read-out of Myeloid diff MLP, no call of its own (marks repeat the call); GFP+ MAC1+ double positive, %; measured here: differentiation confirmed by MAC1 staining
The depositor's hits bear a star; i = inactive; ? = inconclusive; . = no result given; [ ] = another dose, or the depositor's remark.

| structure | NTR1 agonist | NTR1 agonist cell count 20 µM | MgcRacGAP inhibition | RSV antiviral HEp-2 | Myeloid diff MLP | Myeloid diff MLP GFP+ MAC1+ % | SV40 large T antigen | PhoP inhibition | T cell HTS | T cell HTS vesicle-bound % | K1F lysis inhibition | TNAP activators |
| --- | --- | --- | --- | --- | --- | --- | --- | --- | --- | --- | --- | --- |
| CCc1ccc(OCC(=O)Nc2ccc(S(=O)(=O)N3CCCC3)cc2)c(Br)c1 | 8.2 | 74 | 4% | . | i | 1.3 | -3% | -1% | i | 8 | -3.5% | 1.1 |
| Cc1nn(-c2ccccc2)nc1C(=O)OCC(=O)N1CCCCC1C (centres undefined) | 0.1 | 65 | 0% | . | i | 0.9 | . | . | i | 32 | 0.9%[50 µM] | . |
| COCCNC(=O)c1c(N)n(-c2ccccc2)c2nc3ccccc3nc12 | 0.0 | 55 | 2% | -0.6% | i | 1.6 | 8% | -6% | i | 17 | -0.2% | 1.3 |
| COc1ccc(-c2cc(C)no2)cc1S(=O)(=O)N1CCOc2ccc(C)cc21 | 0.4 | 73 | 11% | -0.9% | i | 2.0 | 12% | 1% | i | 42 | 4.3% | . |
| CCC1(CC)NC(=O)N(CC(=O)Nc2ccc(OCc3ccccc3)cc2)C1=O | -0.8 | 57 | 1% | . | i | 1.2 | . | . | i | 16 | -2.4% | . |
| O=C(NCCO)C(=O)c1c(-c2ccc(Cl)cc2)cc2ccccn12 | -0.3 | 87 | 9% | -1.2% | i | 0.5 | 15% | 3% | i | 58 | 0.3% | 1.1 |
| c1ccc(CN2CCCC3(CCCN(Cc4nc(COc5ccccc5)no4)C3)C2)cc1 (centres undefined) | -0.3 | 99 | 19% | 1.1% | i | 0.2 | 12% | -10% | i | 49 | -0.1% | 1.1 |
| COc1ccc(Cl)cc1C(=O)NNC(=S)NC1CCCCC1 | 0.9 | 67 | . | 5.0% | i | 0.5 | 6% | 0% | i | 37 | . | . |
| CCNc1nc(NC(C)C)nc(NS(=O)(=O)c2ccc(Cl)cc2)n1 | -0.5 | 54 | 2% | 0.2% | i | 1.3 | 4% | 3% | i | 15 | 0.1% | 1 |
| Cc1coc(C)c1C(=O)CC1(O)C(=O)N(CCc2ccccc2)c2ccccc21 (centres undefined) | 0.8 | 72 | 8% | 1.2% | i | 0.9 | 8% | -6% | i | 61 | 0.2% | 1.1 |
| NC(=S)Nc1cnc2ccccc2c1 | 1.4 | 33 | 17% | 1.5% | i | 0.6 | 1% | 1% | i | 20 | 1.1% | 1.1 |
| COc1ccc(CCNC(=O)c2cc(C(=O)c3cc(Cl)ccc3O)cn(CCc3ccc(OC)cc3)c2=O)cc1 | 2.4 | 68 | 8% | 3.7% | i | 0.0 | 2% | 15% | i | 49 | 1.4%[50 µM] | 1.1 |
| Cc1cc(OCCCn2ccnc2)ccc1[N+](=O)[O-] | -0.8 | 51 | 30% | 0.0% | i | 0.4 | 9% | 8% | i | 48 | -0.3% | . |
| c1ccc2c(c1)nnn2Cc1nnc2sc(-c3ccc4c(c3)OCCO4)nn12 | 1.8 | 52 | 6% | 0.4% | i | 10 | 1% | 1% | i | 9 | -1.6% | 1.1 |
| COc1ccc(CNC(=O)CSc2ncnc3nc[nH]c23)cc1 | -0.8 | 97 | 3% | 2.1% | i | 0.4 | 2% | -23% | i | 9 | 0.1% | 1 |
| Cc1ccc(CNC(=O)COC(=O)c2ccc(Br)o2)cc1 | 2.1 | 57 | 7% | 2.7% | i | 1.4 | . | . | i | 32 | 0.8%[50 µM] | . |
| Cc1ccc2[nH]c(C)c(CC(=O)O)c2c1 | 0.2 | 39 | 20% | 2.7% | i | 0.4 | 6% | 7% | i | 13 | 0.5%[50 µM] | 1 |
| CC(C)(C)NS(=O)(=O)c1ccc(C(=O)Nc2ccc3c(c2)OCO3)cc1 | -1.7 | 61 | 14% | 4.8% | i | 1.5 | 6% | 1% | i | 42 | 0.0% | . |
| CCN(CC)CCNC(=O)c1cn(CC)c2ccc(S(=O)(=O)N(C)C3CCCCC3)cc2c1=O | -0.6 | 63 | 9% | -0.8% | i | 1.1 | 11% | -12% | i | 38 | -0.2% | . |
| O=C(Nc1ccc([N+](=O)[O-])cc1)N1CCCCCC1 | 1.0 | 58 | 9% | 6.2% | i | 1.1 | 3% | -6% | i | 57 | 1.2%[50 µM] | . |
| COc1cccc(C2C3(C#N)C(N)=NC(OC)(OC)C23C#N)c1 (centres undefined) | -0.3 | 42 | 7% | 0.7% | i | 0.8 | 12% | -4% | i | 23 | 1.1% | 1.1 |
| Cc1ccc(C)c(-n2c(SCC(N)=O)nnc2-c2ccccn2)c1 | -3.8 | 94 | 1% | 1.1% | i | 1.4 | -4% | 11% | i | 45 | 2.7% | 1 |
| COc1ccccc1NC(=O)NC1CCCc2ccccc21 (centres undefined) | 0.9 | 70 | 3% | 2.2% | i | 1.4 | 28% | 0% | i | 11 | 1.5%[50 µM] | . |
| OC(COc1ccc2c(c1)OCO2)CN1CCN(c2ccccc2)CC1 (centres undefined) | -0.1 | 81 | 6% | 0.5% | i | 0.4 | 6% | 9% | i | 66 | 0.1% | 1 |
| O=C(OCC1CCNCC1)c1ccc2c(c1)OCO2 | -1.4 | 61 | 1% | 0.1% | i | 0.3 | 12% | 0% | i | 59 | 0.5% | . |
| CC(NC(=O)c1ccccc1)C(=O)OCn1nnc2ccccc2c1=O (centres undefined) | -0.5 | 55 | 2% | 0.1% | i | 1.3 | . | . | i | 8 | -0.1%[50 µM] | . |
| COc1cccc(C2=NOC(C(=O)NCc3ccccc3)C2)c1 (centres undefined) | . | . | 1% | 2.9% | i | 7.5 | -3% | 1% | i | 40 | -0.2% | 1 |
| Cc1ccsc1C(=O)OCC(=O)N1CCN(C(=O)c2ccco2)CC1 | 3.1 | 67 | 1% | 2.3% | i | 0.5 | 9% | -5% | i | 58 | 0.1% | 0.9 |
| c1ccc(CN2C3=NCCCN3c3ccccc32)cc1 | -1.1 | 58 | 16% | 1.6% | i | 1.2 | 3% | -6% | i | 44 | 0.4% | 1 |
| Cc1cccc(C2c3[nH]c4ccccc4c3CCN2C(=O)Cc2nc(-c3ccccc3)n[nH]2)n1 (centres undefined) | 3.6 | 60 | 8% | 0.3% | i | 0.4 | 9% | 6% | i | 40 | -0.7% | 0.9 |
| CC1=C(C(N)=O)C(c2ccccc2F)n2nc(CCCO)nc2N1 (centres undefined) | 0.5 | 56 | 8% | -0.1% | i | 0.6 | 5% | -1% | i | 61 | 0.2% | . |
| COc1ccc(OC)c2[nH]c(=O)c(CCNC(=O)c3ccc4c(c3)OCO4)cc12 | 2.1 | 82 | 15% | 0.5% | i | 0.7 | 5% | -8% | i | 49 | 0.3% | 1.1 |
| CCCCCOC(=O)C1=C(C)NC(=O)NC1c1ccc(N(C)C)cc1 (centres undefined) | -0.6 | 63 | 10% | -0.9% | i | 0.5 | 11% | -6% | i | 57 | 0.5% | . |
| CN(CC(=O)Nc1ccc(N2CCOCC2)cc1)C(=O)c1cc(F)c(F)cc1Cl | 0.1 | 59 | 9% | 2.3% | i | 0.6 | 13% | -1% | i | 35 | 1.6%[50 µM] | . |
| Cc1cccc(C(=O)NCCC(=O)Nc2nc(C)c(Cc3ccc4c(c3)OCO4)s2)c1 | 4.9 | 86 | 7% | 1.3% | i | 0.2 | 9% | 1% | i | 61 | 0.5% | 0.7 |
| COC(=O)C1=C(C)N(C(C)C)C(=O)C1(NC(C)=O)C(F)(F)F (centres undefined) | 0.3 | 64 | 6% | 1.3% | i | 3.5 | 6% | -7% | i | 26 | 1.1% | 1.1 |
| Oc1ccc(N2CCN(C(c3ccncc3)c3nnnn3C3CCCC3)CC2)cc1 (centres undefined) | -0.4 | 56 | ? | 0.1% | i | 1.6 | 5.6µM* | -6% | i | 29 | 2.6% | 1 |
| Cc1ccc(N(C(=O)Cc2cccs2)C(C(=O)NC2CCCCC2)c2ccccn2)cc1C (centres undefined) | -2.4 | 46 | 2% | 4.0% | i | 1.6 | 9% | -4% | i | 43 | -1.6% | 1 |
| Cc1ccc(S(=O)(=O)N2CCN(S(=O)(=O)N3CCC(C)CC3)CC2)c(C)c1 | -1.6 | 44 | 9% | 1.1% | i | 0.2 | 5% | 2% | i | 23 | -0.3% | . |
| COc1ccc(NC(C)C(=O)Nc2cccc(S(=O)(=O)N3CCOCC3)c2)cc1OC (centres undefined) | 0.0 | 59 | 31% | . | i | 1.4 | . | . | i | 29 | 0.5%[50 µM] | . |
| CN1/C(=C\C(=O)COC(=O)c2ccc(O)cc2)C(C)(C)c2ccccc21 | 1.8 | 58 | 12% | 7.2% | i | 0.6 | 10% | -4% | i | 15 | 0.2% | . |
| COc1cc(-c2nc3ccc(C)cn3c2NCc2ccccc2)ccc1-c1cccc(Cl)c1 | 2.0 | 66 | 7% | . | i | 1.7 | . | . | i | 9 | 3.5% | . |
| O=C(Nc1nnc(C2CCCCC2)s1)C1CC(=O)N(c2ccccc2)C1 (centres undefined) | 1.2 | 58 | -1% | 5.4% | i | 0.7 | 7% | -1% | i | 8 | -0.3% | . |
| COc1ccc(OC2C(=O)N(CCc3ccc(OC)c(OC)c3)C2c2ccc3c(c2)OCO3)cc1 (centres undefined) | -0.7 | 35 | 3% | -0.1% | i | 2.9 | -3% | -13% | i | 38 | -0.6% | 1.2 |
| COc1cccc2[nH]c3c(N4CCC(C(N)=O)CC4)ncnc3c12 | 0.1 | 46 | 11% | -0.8% | i | 3.3 | -3% | 6% | i | 44 | 4.0% | 1.1 |

Results in SV40 large T antigen, TNAP activators and Myeloid diff MLP (2 entries from above):
Structure | SV40 large T antigen | TNAP activators | Myeloid diff MLP
COc1cc(-c2nc3ccc(C)cn3c2NCc2ccccc2)ccc1-c1cccc(Cl)c1 | . | . | i
O=C(Nc1nnc(C2CCCCC2)s1)C1CC(=O)N(c2ccccc2)C1 (centres undefined) | 7% | . | i

Compounds were not picked by outcome (roughly 2.3% active in at least one column).
